CCR6 antagonist – antagonists of human CCR6 receptor; CHO-K1 CCR6 PathHunter beta-arrestin, luminescence, CCL20-stimulated; hit rate 0.49% among 340,000; inhibition, % at 20 µM;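 active means compounds whose inhibition of the agonist-driven luminescence signal at 20 µM reaches about 50%, limit read from the data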;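 further: cells stimulated with CCL20 at 14 nM final; plate controls were DMSO with CCL20 for no effect and DMSO without agonist for full effect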
MPTP block – blocks calcium-induced mitochondrial swelling; inhibition, % at 10 µM; isolated mouse mitochondria, Ca2+ swelling absorbance, 30 min; hit rate 1.4% among 360,000;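 active means inhibition of 50% or more, scaled per plate between neutral and stimulator controls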;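 further: 0% = DMSO wells given calcium and 100% = 1 mM EGTA wells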
CXCR6 inh – blocks human CXCR6 beta-arrestin recruitment | inhibition, % at 20 µM | hit rate 0.36% among 360,000 | O00574 | CHO-K1 PathHunter CXCR6 beta-arrestin, luminescence | AID 602244; in the data active means inhibition above about 34%, passing the limit was not always enough;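 further: antagonist mode with CXCL16 agonist at 10 nM final; 0% = 10 nM CXCL16 with DMSO and 100% = unstimulated wells without agonist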
GRIN3A LBD mod – modulates the human NR3A ligand-binding domain | Tm shift relative to glycine control, % at 25 µM | AID 1259313 | NR3A LBD differential scanning fluorimetry, Tm shift; 0% = protein alone, 100% = glycine-bound protein | hit rate 2.5% among 340,000;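 active means melting temperature shift of at least 10% of the positive control shift, at one fixed dose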
APOBEC3G inh – APOBEC3G (human) deaminase inhibition; Q9HC16; recombinant A3G, ssDNA deamination FAM/TAMRA fluorescence; inhibition, % at 20 µM; hit rate 0.28% among 330,000; AID 493012;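 active means inhibition of at least 40% at 20 µM, with no more than 30% in the related APOBEC3A deaminase screen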;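 further: plate controls were DMSO wells with A3G for no effect and wells lacking A3G enzyme for full effect; some compounds called inactive have numbers as strong as hits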
Target sequence (Q9HC16 whole entry, looked up): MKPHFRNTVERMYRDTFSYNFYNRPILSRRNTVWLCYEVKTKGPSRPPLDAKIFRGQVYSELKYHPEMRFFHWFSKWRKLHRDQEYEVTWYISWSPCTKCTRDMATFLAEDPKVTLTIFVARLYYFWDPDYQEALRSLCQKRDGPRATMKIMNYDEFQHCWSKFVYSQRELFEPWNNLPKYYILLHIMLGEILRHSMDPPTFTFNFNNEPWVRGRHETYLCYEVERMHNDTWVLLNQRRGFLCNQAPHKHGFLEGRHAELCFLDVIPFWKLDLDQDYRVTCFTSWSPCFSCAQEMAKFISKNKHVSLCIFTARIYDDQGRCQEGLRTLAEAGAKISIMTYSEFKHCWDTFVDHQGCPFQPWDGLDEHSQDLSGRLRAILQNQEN
A3A deaminase – human APOBEC3A DNA deaminase inhibition; AID 493011; inhibition, % at 20 µM; hit rate 0.41% among 330,000; recombinant A3A, FAM/TAMRA ssDNA deamination fluorescence;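 active means at least 40% inhibition at 20 µM here, with at most 30% in a related deaminase screen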;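 further: plate controls were A3A with DMSO for no effect and wells lacking A3A enzyme for full effect; some results filed as inactive read as strong as hits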
Target sequence (P31941 whole entry, looked up): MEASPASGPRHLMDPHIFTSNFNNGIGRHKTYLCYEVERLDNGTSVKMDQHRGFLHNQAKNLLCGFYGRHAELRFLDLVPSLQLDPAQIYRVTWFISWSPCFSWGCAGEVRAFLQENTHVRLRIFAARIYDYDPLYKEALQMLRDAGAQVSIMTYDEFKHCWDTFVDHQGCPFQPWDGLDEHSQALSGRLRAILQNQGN
EBI2 block – blocks human EBI2 receptor beta-arrestin signaling. hit rate 0.81% among 360,000. EBI2 beta-arrestin recruitment, luminescence, 7a,25-OHC stimulated. inhibition, % at 5 µM; in the data active means inhibition above about 38%;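 further: enzyme fragment complementation signal reports receptor beta-arrestin coupling in cells; 0% = agonist plus DMSO wells and 100% = wells without agonist; some results beyond the cut were filed as inactive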
Target sequence (P32249 whole entry, looked up, the tested form may be a part): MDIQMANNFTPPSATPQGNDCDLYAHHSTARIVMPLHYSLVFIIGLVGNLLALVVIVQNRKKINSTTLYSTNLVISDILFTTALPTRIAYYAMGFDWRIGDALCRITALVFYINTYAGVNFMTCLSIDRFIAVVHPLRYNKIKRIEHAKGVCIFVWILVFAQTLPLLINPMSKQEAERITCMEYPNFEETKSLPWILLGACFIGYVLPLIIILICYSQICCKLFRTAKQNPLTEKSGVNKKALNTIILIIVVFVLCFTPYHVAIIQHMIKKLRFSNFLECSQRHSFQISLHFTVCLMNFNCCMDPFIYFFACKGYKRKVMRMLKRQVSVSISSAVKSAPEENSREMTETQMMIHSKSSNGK
Gli-Sufu block – antagonists of Gli-Sufu signaling. Sufu-KO-LIGHT fibroblasts, Gli luciferase reporter luminescence. inhibition, % at 5 µM. hit rate 0.74% among 340,000. AID 588413;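 active means inhibition above about 55%, limit read from the data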;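 further: 0% = DMSO-treated cells and 100% = wells with medium but no cells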
* = called active by the depositor; . = not tested or not shown; & = joins results of further samples.

Every second line gives: CCR6 antagonist, MPTP block, CXCR6 inh, GRIN3A LBD mod, APOBEC3G inh, A3A deaminase, EBI2 block, Gli-Sufu block
CC(=O)NC1=NN(C(C)=O)C(C)(CCS(=O)(=O)c2ccc(Cl)c(Cl)c2)S1 (centres undefined)
    10, 1.0, -4, -1, -2, -1, -4, 0
CCN1CCN(CC(=O)Nc2cc(C)c(C)cc2[N+](=O)[O-])CC1
    12, 0.9, 0, -1, -4, -1, 4, 2
CN1CC=C2C(C#N)=C(N)C(C#N)(C#N)[C@H](c3cccc(Cl)c3)C2C1 (some centres undefined)
    17, -1.0, 7, -2, -9, -5, -7, 0
CCN(CC)S(=O)(=O)c1cc(NC(=O)[C@@H](NC(N)=O)C(C)C)ccc1C
    0, 2.5, 3, -1, -1, -5, -7, 3
Cn1c(N)c(C(=O)COC(=O)/C=C/c2ccc(F)cc2)c(=O)n(C)c1=O
    4, -2.7, -8, 0, -1, 2, -4, 0
C=CCOc1ccc(S(C)(=O)=O)cc1
    1, -0.5, -3, 2, -3, -3, -4, 21
Cc1ccc(OCC(=O)N2CCc3ccccc3C2)c(C)c1
    14, 1.7, -13, 1, -3, -2, 21, 10
O=C(CCCCC(=O)Nc1ccc(F)cc1F)Nc1ccc(F)cc1F
    -9, 0.3, -4, 0, -7, -2, -3, -2
Cc1ccc(C(=O)N2CCN(C/C=C/c3ccccc3)CC2)cc1S(=O)(=O)N1CCOCC1
    7, 1.5, 0, -1, ., ., -2, -1
CCOc1ccc(-n2cnnn2)cc1S(=O)(=O)NCc1ccccc1
    1, -0.1, 3, 7, -6, -3, -8, 4
Cc1cccc(OCc2nnc(NC(=O)Cc3cccs3)s2)c1
    7, 0.8, -4, -1, -2, 3, -8, 6
CCCn1c(=C(C#N)C#N)s/c(=C2\C=Cc3ccccc3N2CC)c1=O
    3, 5.7, -16, -2, ., ., -15, 3
C/C(=N\Nc1c(Cl)c(Cl)nc(C(=O)O)c1Cl)c1ccc(O)cc1
    14, 0.8, 2, 1, 5, 6, -6, -2
CCCN1C(=O)C2(SC(NC(C)=O)=NN2C(C)=O)c2cc(C)ccc21 (centres undefined)
    -5, 2.2, -8, 0, -9, -2, 3, 31
O=C(NC1CCCCC1)C(=O)c1c(-c2ccccc2)[nH]c2ccccc12
    0, 0.7, 0, -1, 3, 4, 3, 4
CS(=O)(=O)N1N=C(c2ccccc2)CC1c1ccc2nccnc2c1 (centres undefined)
    13, 2.6, 8, -6, 0, 1, -7, -6
COc1ccc(OC)c(C2CC(=O)c3c([nH]c(C(=O)OCC4CCCO4)c3C)C2)c1 (centres undefined)
    7, 0.3, -6, 0, -6, 1, 14, 12
C/C(=N/NC(=O)CN1CCN(Cc2ccccc2)CC1)c1ccc([N+](=O)[O-])cc1
    4, 0.8, 3, 1, -9, -5, 4, 5
COc1cc(C(=O)NCc2ccc(S(N)(=O)=O)cc2)ccc1OCC(=O)N1CCOCC1
    0, -1.0, -6, -3, -5, -1, -12, 2
O=C1NC(=O)C2C1C(c1cccs1)NN2Cc1ccccc1 (centres undefined)
    3, 0.2, 1, 1, -4, -5, -4, 15

Next part:
Every second line gives: CCR6 antagonist, MPTP block, CXCR6 inh, GRIN3A LBD mod, APOBEC3G inh, A3A deaminase, EBI2 block, Gli-Sufu block
COc1ccc(N2CCN(CCNC(=O)c3ccc4c(c3)[nH]c(=S)n3c5ccccc5nc43)CC2)cc1
    16, 2.2, -8, 1, -8, -2, -6, 11
CC1=Nc2cc(C(=O)NCCCOC(C)C)ccc2Sc2ccccc21
    14, 0.1, 5, -2, -7, 0, -3, -7
COc1ccc(C(=O)NCCc2nnc(SCC(=O)Nc3ccccc3)n2C)cc1
    30, -1.1, 0, 1, -3, -2, 2, -14
CCOC(=O)C1CCN(c2c(NCc3ccc(C(=O)Nc4ccc(C)cc4)cc3)c(=O)c2=O)CC1
    10, 1.4, -8, -1, 1, 1, 10, -3
Cc1ccc(NC(=O)COC(=O)C2(CC(=O)NC(C)(C)C)CCCC2)cc1C
    5, 1.2, -4, -1, -8, -2, 4, 4
OCC1(Cc2cccc(C(F)(F)F)c2)CCN(Cc2cc3ccccc3o2)CC1
    11, -0.7, 1, -4, -4, -4, 12, .
O=C(O)CCc1nc2cc3ccccc3cc2[nH]1
    13, -0.6, -13, 1, -8, -2, -3, -2
CCn1ccc(C(=O)N2CCN(c3ncccn3)CC2)n1
    -24, -1.5, -4, 1, -4, 0, 3, -3
CN1CCN(C(=O)c2cc3nc(-c4ccc(F)cc4)cc(C(F)(F)F)n3n2)CC1
    2, 0.4, -7, -1, -3, -2, -11, 14
O=C(CSc1n[nH]c(-c2cccnc2)n1)Nc1ccccc1[N+](=O)[O-]
    0, -0.3, -19, 1, -5, -1, -14, -3
Cc1ccsc1/C=N/NC(=O)Cn1nc(C)c([N+](=O)[O-])c1C
    0, 2.2, -4, 1, 3, 0, 2, 4
COc1cccc(-c2noc(CCCC(=O)N3CCOCC3)n2)c1
    4, 0.3, -4, -4, -3, 4, -3, -12
CSc1nc(-c2ccc(C)cc2)[nH]c1S(=O)(=O)c1ccccc1
    10, 0.6, -2, -6, 6, 36, 2, -1
Cc1ccc(OCCn2cc(/C=C3\C(=O)NN(c4ccccc4)C3=O)c3ccccc32)cc1
    36, 0.5, 24, -4, -6, -3, 7, -17
CCOC(=O)C1=C(C)NC(SCC(=O)O)=NC1c1ccccc1 (centres undefined)
    2, ., ., 5, -7, -4, ., -1
COc1ccc(-c2cn3ccsc3n2)cc1
    -1, -7.0, -3, -32, -6, -3, 10, -91
COc1ccc(N(CC(=O)NC2CCCC2)C(=O)c2csnn2)cc1
    -5, -0.6, -9, 0, -2, 1, -2, -8
COc1ccc(C(=O)O/N=C(\N)c2ccccc2)c(OC)c1
    0, 3.2, 3, -9, -5, -4, 15, -64
O=C(NCCCc1ccncc1)C1CCC(=O)N(Cc2cccc(C(F)(F)F)c2)C1 (centres undefined)
    9, -1.3, -3, -1, -8, 0, 2, 3
CCc1ccc(N2C(=O)c3ccc4c5c(ccc(c35)C2=O)CC4)cc1
    -3, 2.2, 4, 0, 4, 11, -12, -6

(more compounds)
Every second line gives: CCR6 antagonist, MPTP block, CXCR6 inh, GRIN3A LBD mod, APOBEC3G inh, A3A deaminase, EBI2 block, Gli-Sufu block
COc1ccc(NC(=O)C2CC(=O)N=C(N)S2)cc1 (centres undefined)
    -10, -0.9, -2, 0, -7, -2, -5, -28
CCN(CC)S(=O)(=O)c1cc(NC(=O)c2ccc3c(c2)NC(=O)C(C)S3)ccc1C (centres undefined)
    14, 13, -10, 3, 27, 1, 5, 4
CC(C)(C)NC(=O)c1ccc(COc2ccc(Cl)cc2Cl)o1
    16, 0.6, -1, -10, -3, -1, 14, -15
O=C(CSc1n[nH]c(=O)[nH]c1=O)Nc1ccc(SC(F)F)cc1
    6, 0.2, -4, 3, -4, -2, 1, -1
O=C(COC(=O)c1ccc(Cl)nc1)c1ccc2c(c1)OCCO2
    10, -0.4, -3, -2, -14, 3, -1, -12
Cc1ccc(O)c(NC(=O)C2CCCCC2)c1
    6, 2.5, 5, -1, -5, -6, -1, 20
O=C(Cc1ccccc1)c1c[nH]c(C(=O)NC2CCCC2)c1
    -4, -3.1, -1, -2, -3, 0, -8, -6
CCOCCCNC(=O)C1CCN(S(=O)(=O)N2CCCCC2)CC1
    4, -0.9, 4, 0, -8, -2, 8, -7
Cc1ccsc1C(=O)OCC(=O)N1CC(C)CC(C)C1 (centres undefined)
    10, -0.1, 8, 2, -8, -4, 0, -1
CC(C)Oc1ccc(C(=O)NCc2cccs2)cc1
    -3, 0.1, -5, 0, -1, 1, 21, -54
COc1ccc(NC(=O)CSc2nc(O)c(Cc3ccccc3)c(=O)[nH]2)cc1
    3, 0.4, -1, 2, -4, 1, 3, -35
COc1ccccc1CNC(=O)COc1cccc(-n2cnnn2)c1
    -4, -0.6, 3, 1, -3, 0, -20, -3
COc1ccnc(-n2cccc2/C=N/O)c1C#N
    7, -0.3, -5, -1, -5, -3, -9, -9
CC(C)c1ccc(NC(=O)CCNC(=O)Cn2ccc3ccccc3c2=O)cc1
    2, -2.1, 8, -2, -4, -2, -8, 19
Cc1ccc(SCc2cc(=O)[nH]c(N3CCN(Cc4ccc5c(c4)OCO5)CC3)n2)cc1
    -2, 5.6, 2, -4, -3, -1, 4, .
Nc1ccc(C(=O)Nc2cccc3ncccc23)cc1
    11, -0.6, 6, -1, -5, -2, -2, -7
CCC(C)c1ccc(NC(=O)COc2c(F)c(F)c(C(F)(F)F)c(F)c2F)cc1 (centres undefined)
    31, 83*, 3, 4, 5, 3, 11, 3
Cc1ccc(CNC(=O)CN2C(=O)NC3(CCCC3)C2=O)cc1
    12, -0.4, 2, -1, -6, -1, 9, 0
CCCNC(=O)c1ccc2c(c1)S(=O)(=O)c1ccccc1C2=O
    -4, -0.1, -4, -1, -10, -5, -8, -14
Cc1sccc1/C=N/NC(=O)c1cccc2ccccc12
    16, 10, -2, -4, 2, 1, -7, -15

(further entries)
Every second line gives: CCR6 antagonist, MPTP block, CXCR6 inh, GRIN3A LBD mod, APOBEC3G inh, A3A deaminase, EBI2 block, Gli-Sufu block
Cc1nc(C/C(=N\Nc2ccccc2)c2ccc(O)cc2O)cs1
    10, 5.2, -3, -11, 29, 1, 5, -11
CCOC(=O)c1csc(-n2nc(C)cc2C(F)(F)F)n1
    1, 3.4, 4, -1, 0, 4, 2, 24
CCOC(=O)CNC(=O)Cn1cnc2c(nnn2-c2ccc(OC)cc2)c1=O
    1, -1.0, -6, 6, -6, -4, -6, -17
C[C@@]12C(=O)Nc3ccc(F)cc3C(=O)N1[C@H]1c3cc(Br)ccc3OC[C@@H]1[C@@H]2c1ccccc1
    6, 0.0, 8, -9, -2, 7, 10, -1
O=C(OCC(=O)N(CCc1ccccc1)Cc1ccccc1)c1cccc(S(=O)(=O)N2CCOCC2)c1
    17, -1.4, 10, -1, ., ., 16, -4
CC(CCC(=O)O)C1CCC2C3C(O)CC4CC(O)CCC4(C)C3CC(O)C12C (centres undefined)
    -5, -4.0&-3.0, -1&8, 1, -5, 2, 2&4, 7
COCCOC(=O)c1c(C)oc2ccc(NS(=O)(=O)c3ccc(C(=O)O)cc3)cc12
    2, 1.0, -4, 0, -3, 4, -3, -13
CN(c1ccccc1)S(=O)(=O)c1cccc(NC(=O)CN2CCc3ccccc3C2)c1
    -1, -0.8, -1, 0, -2, 0, 5, 2
Cc1cccc(NC(=O)Nc2cccc(F)c2)n1
    4, -1.1, -2, 1, 2, 3, 4, 12
CN(C(=O)COC(=O)c1cc2ccccc2cc1O)c1ccccc1
    7, -0.6, 2, 0, -7, -6, 2, -11
NC(=O)C1(NC2CCCCC2)CCN(Cc2ccccc2)CC1
    -8, 0.6, -6, 1, ., ., -8, 1
CCCNC1CCS(=O)(=O)C1 (centres undefined)
    -1, -2.0, 1, 1, 0, 1, -5, 0
C=CCc1c(C)nc(SCc2nc3ccccc3c(=O)[nH]2)[nH]c1=O
    8, -3.3, -14, -1, -2, -5, 0, 4
CCN(CC)CCNC(=O)c1ccc2c(=O)n(CCc3ccccc3)c(=O)[nH]c2c1
    4, 0.1, 5, 1, 0, 6, -5, 8
CC(C)C[C@H](NC(=O)NCCc1ccc(Cl)cc1)C(=O)O
    -4, -0.5, -6, -2, 0, -2, -3, 12
O=S(=O)(Nc1ccc(Nc2ccccc2)cc1)c1ccc(F)cc1
    7, 4.4, -13, -2, -12, -7, 31, -4
Cn1c(O)c(N=NC(=O)CNC(=O)/C=C/c2ccccc2)c2ccccc21
    -13, -1.0, 4, -2, 5, 3, -11, -9
Cc1ccc(C2C(C#N)=C(N)Oc3c2c(=O)n(C)c(=O)n3C)cc1 (centres undefined)
    8, -4.7, 3, -1, 2, 3, -6, -3
O=C(Oc1cccc(C(=S)N2CCOCC2)c1)c1cccc([N+](=O)[O-])c1
    -5, 0.2, -2, -1, 3, 0, 38, -9
COc1ccc(-n2c(Cc3cccn3C)nnc2SCC(=O)Nc2cccc(C)c2C)cc1
    5, 1.5, 5, 1, -5, -2, 49*, -9
CC(C(=O)NC1CCCc2ccccc21)N1C(=O)C2CCCCC2C1=O (centres undefined)
    8, -1.0, 2, 2, -2, 5, -1, 1

High-throughput results (PubChem BioAssay)
